Compound activity (PubChem)
TDP1 inh: inhibitors of human tyrosyl-DNA phosphodiesterase TDP1; Q9NUW8; recombinant TDP1, AlphaScreen DNA substrate cleavage; Potency, µM (highest dose often 130 µM), inactives show top-dose activity change, negative = inhibition, usual class: inhibitors; actives 0.28% (n = 350,000); AID 485290; further: nearly all actives have a fitted effect of over 40% in size
Target sequence (Q9NUW8 whole entry, looked up): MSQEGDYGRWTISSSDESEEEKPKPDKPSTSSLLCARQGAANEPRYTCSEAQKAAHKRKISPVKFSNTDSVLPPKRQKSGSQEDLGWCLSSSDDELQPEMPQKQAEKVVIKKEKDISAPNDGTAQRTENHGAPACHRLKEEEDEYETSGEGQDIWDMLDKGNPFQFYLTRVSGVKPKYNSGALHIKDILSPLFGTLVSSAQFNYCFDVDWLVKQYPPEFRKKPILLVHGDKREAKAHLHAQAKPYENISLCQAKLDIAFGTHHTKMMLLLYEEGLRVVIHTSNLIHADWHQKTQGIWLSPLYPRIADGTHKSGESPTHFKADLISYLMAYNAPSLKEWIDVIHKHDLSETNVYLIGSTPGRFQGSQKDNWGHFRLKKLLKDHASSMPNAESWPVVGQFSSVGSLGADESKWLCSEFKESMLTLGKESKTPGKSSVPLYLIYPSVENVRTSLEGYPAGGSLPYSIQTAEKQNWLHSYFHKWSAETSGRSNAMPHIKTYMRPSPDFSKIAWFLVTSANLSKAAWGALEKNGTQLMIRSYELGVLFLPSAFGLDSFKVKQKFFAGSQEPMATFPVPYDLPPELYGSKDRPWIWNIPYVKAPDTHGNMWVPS
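Tdp1 1 nM final; 15 min RT w/ cpd; substrate 15 nM, 5 min; beads 10 ug/ml, 10 min; AlphaScreen read. Neg ctrl: no enzyme.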
TDP1 cell noCPT: qHTS for Inhibitors of human tyrosyl-DNA phosphodiesterase 1 (TDP1): qHTS in cells in absence of CPT | DT40 Tdp1-/- hTDP1 cells, no CPT, ATP luminescence, 48 h | Potency, µM (series often up to 46.2 µM), without a hit: at the highest dose activity change, negative = growth inhibition, most hits filed as inhibitors | actives 15% (n = 420,000); further: nearly all actives have a fitted effect of over 55% in size
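Compound effects on proliferation are scored in DT40 Tdp1-/-;hTDP1 cells in the absence of CPT. ATP levels (CellTiter-Glo luminescence) are recorded after a ≥48 hr, 37 °C incubation.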
TDP1 cell CPT: growth inhibition of DT40 Tdp1-/-;hTDP1 cells with camptothecin (screen for TDP1 inhibitors). chicken DT40 Tdp1-/-;hTDP1 cells + 20 nM CPT, ATP luminescence, 48 h. Potency, µM (series often up to 46.2 µM), inactives show top-dose activity change, negative = growth inhibition, hits mostly inhibitors. actives 12% (n = 420,000); further: nearly all actives have a fitted effect of over 55% in size
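Cell growth measured by CellTiter-Glo luminescence after a minimum 48 h, 37 C compound exposure with 20 nM CPT in Tdp1-knockout DT40 cells stably expressing hTDP1, seeded 400/well; qHTS titration format.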
* = called active by the depositor; ? = inconclusive; . = no result given; [ ] = another dose, or the depositor's remark. The call rests on the fitted dose curve; in most records, active means well fitted curve in the direction sought with a large enough effect; inconclusive means small, poorly fitted or top-dose-only effect, or another doubt; inactive means no such curve, though single readings can be large; an effect the other way counts as inactive or inconclusive. On the % scale 0 is the no-effect control and ±100 the full control effect; potency means the concentration at half of the fitted maximal effect.

SMILES	TDP1 inh	TDP1 cell noCPT	TDP1 cell CPT
Cc1ccc(NC(=O)N2CCCC2C(=O)NCCc2ccccc2)cc1 (stereo not drawn)	3%	1%	6%
CCCS(=O)(=O)c1nc(S(=O)(=O)c2ccc(C)cc2)c(N2CCC(C)CC2)s1	0%	?	?
Cc1ccc(-c2nnn(CC(=O)N(CCO)C(C(=O)NC(C)(C)C)c3ccncc3)n2)cc1 (stereo not drawn)	1%	4%	-4%
Cc1ccc(S(=O)(=O)N(C)C)cc1NC(=O)COC(=O)CCC1CCCCC1	-6%	-29%	-22%
CCOC(=O)c1c(N/N=C/c2ccncc2)n[nH]c1C	5%	-22%	-6%
COCC(=O)N1CCC2(CC1)CN(c1ccccn1)C2	.	?	-26%
Cc1ccc(CNC(=O)C2CCN(S(=O)(=O)c3c(C)noc3C)CC2)cc1	3%	8%	-5%
O=C(Cn1cccn1)N1CCCC(N2CCN(c3ccccc3F)CC2)C1 (stereo not drawn)	4%[56.1 µM]	-13%	-15%
CC(=O)Nc1cccc(NC(=O)COc2nncc3ccccc23)c1	0%	-10%	-7%
O=S(=O)(NCCN1CCOCC1)c1ccc(Cl)s1	0%	-10%	-7%
COC(=O)c1ccc(C2NC(=S)N(c3ccccc3)C(C)=C2C(=O)Nc2ccccc2OC)cc1 (stereo not drawn)	9%	0%	?
CCNc1nc(NCC)n2c(SCC(=O)Nc3ccc(Br)cc3F)nnc2n1	-1%	?	5%
S=C(c1cn(CCOc2ccccc2)c2ccccc12)N1CCCC1	3%	20µM*	18µM*
N#CCSc1nnc2ccc3ccccc3n12	2%	-13%	1%
COc1ccc(N2C(=O)CC(c3ccc([N+](=O)[O-])cc3)C2=O)cc1 (stereo not drawn)	.	-2%	-4%
O=C(NC12CC3CC(CC(C3)C1)C2)c1ccc(-c2ccc(Br)cc2)o1	0%	16µM*	23µM*
CCCCCCNc1c([N+](=O)[O-])c(=O)sc2ccccc12	8%	?	?
COc1ccc(C(=O)Oc2ccc(=O)n(-c3ccccc3)n2)cc1	4%	-9%	-14%
COc1ccc(CNC(=O)CCC(=O)N2CCN(S(=O)(=O)c3cc([N+](=O)[O-])ccc3C)CC2)cc1	0%	-4%	-18%
Cc1nn(-c2ccccc2)c(Cl)c1C(=O)NCCCCNC(=O)c1c(C)nn(-c2ccccc2)c1Cl	7%	-5%	4%
Cc1c(NC(=O)CN2CCC(C(N)=O)CC2)cccc1[N+](=O)[O-]	5%	14%	-12%
O=C(Nc1ccc(S(=O)(=O)Nc2cnc3ccccc3n2)cc1)c1ccc(F)cc1	.	?	-21%
O=C(Nc1nnc(C2=COCCO2)o1)c1ccc(Cl)cc1	8%	?	16µM*
COCCNC(=O)c1onc(CSc2ccc(C)c(C)c2)c1C(=O)O	1%	-8%	-1%
Cc1csc2nc(COC(=O)c3ccc(NC(=O)C(C)C)cc3)cc(=O)n12	4%	26µM*	18µM*
COCCn1c(N)c(C(=O)NCC2CCCO2)c2nc3ccccc3nc21 (stereo not drawn)	2%	?	?
COc1cc(/C=N/S(=O)(=O)c2ccccc2)cc(OC)c1O	3%	5%	4%
CC(C)CC(=O)Nc1ccc2c(c1)nc(CCN1CCOCC1)n2C	.	9%	2%
N#CC(C#N)=c1ccc2c(c1)N1C3=C(CCCC3)CC3CCCCC31N=2 (stereo not drawn)	6%	?	?
COCCCNC(=O)/C(C#N)=C/c1c(N2CCN(c3ccccc3)CC2)nc2c(C)cccn2c1=O	.	16µM*	?
CCOC(=O)c1cccc(N2C(=O)C3C4C=CC(CC4)C3C2=O)c1 (stereo not drawn)	.	-14%	8%
COc1ccc(-c2nc(CSCC(=O)NCCCN3CCCC3=O)c(C)o2)cc1OC	4%	8%	-15%
CN1CCN(c2ccc(S(=O)(=O)N3CCCCC3)cc2NC(=O)/C=C/c2ccc(OC(F)F)cc2)CC1	.	-86%	?
COc1ccc(CNC(=O)OCCN2CCN(S(=O)(=O)c3ccc(C)cc3)CCC2=O)cc1	-4%	?	-17%
c1ccc(-c2n[nH]c(-c3ccccn3)n2)cc1	0%	?	?
CCc1ccccc1Nc1nc2ccccc2n1C(C)C	.	-9%	23%
COc1ccc(/C=N/S(=O)(=O)CCc2ccccc2)c(OC)c1	5%	-12%	0%
Cc1cc(C)c(NC(=O)CN2C(=O)NC(CCc3ccccc3)C2=O)c(C)c1 (stereo not drawn)	-3%	-1%	6%
COCC1CCN(C(=O)C2CCN(c3nc(-c4ccccc4)nc4c3CCC4)CC2)C1 (stereo not drawn)	3%	?	?
O=C(NCc1ccc(Cl)cc1)c1ccc(CS(=O)Cc2cccc(Cl)c2)o1 (stereo not drawn)	2%	?	?
Cc1nc(C)c(C(=O)NNS(=O)(=O)c2ccc([N+](=O)[O-])cc2)s1	3%	-5%	-6%
CC(C)(C)c1ccc(C(=O)Nc2ccc(NC(=O)c3ccco3)cc2)cc1	-1%	?	?
O=C(O)C1=C[C@H](c2ccc(F)cc2)C[C@H](OCCCCO)O1	5%	0%	-7%
O=C(N/N=C/C(Br)=C/c1ccccc1)c1cccs1	6%	18µM*	16µM*
CCOC(=O)C1=C(CN2CCCCCC2)NC(=O)NC1c1ccc2c(c1)OCO2 (stereo not drawn)	-4%	?	-25%
CC(=O)Oc1ccc2ccc(=O)oc2c1	?	2%	-3%
CN(C)S(=O)(=O)N1CCN(c2ccc([N+](=O)[O-])c(N3CCCCC3)c2)CC1	4%	10µM*	-26%
Cc1cc(-c2nn(-c3ccccc3F)cc2CNCCc2cnccn2)c(C)s1	6%	-28%	?
OCCC1CN(Cc2cn[nH]c2C2CCCCC2)CCN1C1CCCCC1 (stereo not drawn)	-6%	-2%	-1%
O=C1/C(=C\c2ccc(O)c(O)c2)C(c2ccccc2)=NN1c1ccccc1	8%	21µM*	?
CCN(CC)CCNC(=O)c1cn(CC)c2cc(N3CCN(C)CC3)c(F)cc2c1=O	.	-5%	-8%
O=C(N/N=C/c1ccccc1[N+](=O)[O-])c1ccncc1	.	9%	-16%
Cc1ccc(NC(=O)NC2CCCc3ccccc32)cc1 (stereo not drawn)	0%	-19%	-27%
O=C1c2ccccc2NC(c2ccccc2O)N1O (stereo not drawn)	.	?	?
COc1ccc(Cl)cc1C(=O)Nc1ccccc1N1CCN(C(=O)C(C)C)CC1	-2%	18µM*	29µM*
CN(C)C(=S)SCCn1c(N)nc(N(C)C)nc1=O	.	4%	12%
Cn1nnc2cc(NC(=O)Nc3cccc(Cl)c3)ccc21	.	-5%	-11%
CN1C[C@@H]2[C@@H]3C(=O)N(C)C(=O)[C@@H]3[C@](C)(C1=O)N2C(=O)c1ccc(F)cc1	.	3%	7%
Cc1c(C(=O)Nc2ccc3c(c2)OCO3)oc2ccccc12	3%[0.0935 µM]	?	?
COc1cccc(NC(=O)N2CCCC2C(=O)NCc2ccccc2)c1 (stereo not drawn)	-3%	13%	8%
The list goes on.
SMILES	TDP1 inh	TDP1 cell noCPT	TDP1 cell CPT
CCC(C(=O)Nc1ccc(S(=O)(=O)Nc2ncccn2)cc1)c1ccccc1 (stereo not drawn)	.	20%	-3%
Cc1c(Br)c(=O)oc2c(Br)c(O)ccc12	-3%	-3%	-7%
C=CCN(c1ccccc1)S(=O)(=O)c1ccc2[nH]cc(C(=O)NCCOC)c(=O)c2c1	.	?	?
Cc1ccc(OCC(=O)OCC(=O)NC2CCCCCC2)cc1C	.	-19%	-29%
Cc1cccn2c(=O)c(C(=O)N3CCN(c4ccccc4)CC3)cnc12	-4%	-16%	-10%
Cc1cc(=O)[nH]c(N/N=C/c2cc(C)n(-c3ccccc3)c2C)n1	7%	?	?
O=C(NC1CCCCC1)C(c1ccccc1F)n1c(=O)c(-c2cc3ccccc3[nH]2)nc2ccccc21 (stereo not drawn)	.	15µM*	?
COc1ccccc1NC(=O)CCCN1C(=O)C(c2ccccc2)Oc2cccnc21 (stereo not drawn)	4%	?	16µM*
CCC(=O)Oc1ccc(C(=O)Nc2ccc3c(c2)OCO3)cc1	0%	21µM*	?
COc1ccc(NC(=S)Nc2ccc3nsnc3c2)cc1	0%	18µM*	6.5µM*
COc1cccc(NC(=O)CC2Nc3cc(C)c(C)cc3NC2=O)c1 (stereo not drawn)	.	?	?
Cc1cc([N+](=O)[O-])nn1CC(=O)N1CCOCC1	3%	8%	6%
Cc1ccc(NC(=S)Nc2cccc(S(=O)(=O)Nc3c(C)n(C)n(-c4ccccc4)c3=O)c2)cc1	2%	1%	9%
Cc1ccn(C(CC(=O)c2ccc(Br)cc2)C(=O)O)n1 (stereo not drawn)	0%	-4%	-2%
COc1cc(C2CC(=O)c3c([nH]c(C(=O)OCc4ccc(C)cc4)c3C)C2)cc(OC)c1OC (stereo not drawn)	5%	0.92µM*	1.5µM*
Cc1ccc(S(=O)(=O)Nc2ccc3c4c(cccc24)CC3)c(C)c1	.	13µM*	15µM*
Cc1cccc(OCCC(=O)OCC(=O)N2CCc3ccccc32)c1	-4%	-19%	-2%
Cc1ccc(Oc2ncnc3sccc23)cc1	-2%	-22%	-25%
CCOC(=O)c1ccc(NC(=O)c2ccnn2C)cc1	.	3%	2%
CCN(CC)S(=O)(=O)c1ccc(OC)c(NC(=O)CCc2c(C)noc2C)c1	0%[56.1 µM]	12%	1%
O=C(Nc1ccc2c(c1)nc1n2CCCCC1)c1cc(S(=O)(=O)N2CCOCC2)ccc1Cl	0%	15µM*	12µM*
COc1ccccc1N1C(N)=NC(N)=NC12CCCCC2	.	?	10%
CC1=C(C(=O)OCc2ccc3c(c2)OCO3)C(c2ccc(Cl)cc2)NC(=O)N1 (stereo not drawn)	6%	2.9µM*	2.3µM*
CC1(C(=O)NC2CCCC2)CCC(=O)N1Cc1ccc2c(c1)OCO2 (stereo not drawn)	4%	-9%	-15%
O=C(CNC(=O)c1ccco1)NNC(=O)c1ccc(Br)cc1	0%	18%	?
O=C(Cn1c(=O)oc2ccccc21)N1CCN(c2ccc(N3CCOCC3)nn2)CC1	6%	-18%	1%
CCOc1ccc(S(=O)(=O)Nc2ccc(C(=O)NCC(c3ccco3)N3CCCCC3)cc2)cc1 (stereo not drawn)	1%[0.505 µM]	?	?
Brc1ccccc1OCCOCCOc1cccc2cccnc12	3%	?	?
Cc1cc(Cl)ccc1C(=O)C1CCCN(C(=O)c2ccoc2)C1 (stereo not drawn)	5%	15µM*	?
COc1ccc(C(=O)c2oc3ccccc3c2NC(=O)COc2cccc(C)c2C)cc1	1%	-2%	6%

13 of the compounds above, with bars between the fields:
compound | TDP1 inh | TDP1 cell noCPT | TDP1 cell CPT
Cc1ccc(NC(=O)N2CCCC2C(=O)NCCc2ccccc2)cc1 (stereo not drawn) | 3% | 1% | 6%
CCCS(=O)(=O)c1nc(S(=O)(=O)c2ccc(C)cc2)c(N2CCC(C)CC2)s1 | 0% | ? | ?
Cc1ccc(-c2nnn(CC(=O)N(CCO)C(C(=O)NC(C)(C)C)c3ccncc3)n2)cc1 (stereo not drawn) | 1% | 4% | -4%
Cc1ccc(S(=O)(=O)N(C)C)cc1NC(=O)COC(=O)CCC1CCCCC1 | -6% | -29% | -22%
CCOC(=O)c1c(N/N=C/c2ccncc2)n[nH]c1C | 5% | -22% | -6%
COCC(=O)N1CCC2(CC1)CN(c1ccccn1)C2 | . | ? | -26%
Cc1ccc(CNC(=O)C2CCN(S(=O)(=O)c3c(C)noc3C)CC2)cc1 | 3% | 8% | -5%
O=C(Cn1cccn1)N1CCCC(N2CCN(c3ccccc3F)CC2)C1 (stereo not drawn) | 4%[56.1 µM] | -13% | -15%
CC(=O)Nc1cccc(NC(=O)COc2nncc3ccccc23)c1 | 0% | -10% | -7%
O=S(=O)(NCCN1CCOCC1)c1ccc(Cl)s1 | 0% | -10% | -7%
COC(=O)c1ccc(C2NC(=S)N(c3ccccc3)C(C)=C2C(=O)Nc2ccccc2OC)cc1 (stereo not drawn) | 9% | 0% | ?
CCNc1nc(NCC)n2c(SCC(=O)Nc3ccc(Br)cc3F)nnc2n1 | -1% | ? | 5%
S=C(c1cn(CCOc2ccccc2)c2ccccc12)N1CCCC1 | 3% | 20µM* | 18µM*

Remaining list, next part:
SMILES	TDP1 inh	TDP1 cell noCPT	TDP1 cell CPT
CCNC(=O)C(=O)N1CCC2(CC1)OCCN2S(=O)(=O)c1ccc(C)cc1	-6%[0.505 µM]	2%	-1%
COc1cccc(NC(=O)CN(C)C(=O)c2cc(S(=O)(=O)Nc3ccccc3OC)ccc2C)c1	.	-9%	-20%
Cc1ccc(-c2nc(CN3CCN(C(=O)C4CCCO4)CC3)cs2)cc1 (stereo not drawn)	5%	?	?
O=C(OCc1cccc(Cl)c1)c1cc([N+](=O)[O-])ccc1N1CCOCC1	3%	?	?
CCn1cc(C(=O)Nc2ccc(Cl)cc2Cl)cn1	.	-3%	-1%
CCOC(=O)C1CCN(C(=O)Cn2cnc3sc(C)c(S(=O)(=O)N4CCCCC4)c3c2=O)CC1	2%	3%	3%

Compounds were not picked by outcome (roughly 18% active in at least one column).
